Dicer processing: human Dicer pre-microRNA cleavage inhibition | z-score at 25 µM | cat-ELCCA pre-miR-21 Dicer processing, chemiluminescence; active compounds read high | 47,000 compounds, 6% hits | AID 1347074; in the data active means z-score above about 3, passing the limit was not always enough;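 further: plate controls were vehicle for no effect and no enzyme for full effect; higher signal means more uncleaved substrate so more Dicer inhibition; strong numbers were not always called active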
* = called active by the depositor; & = joins results of further samples.

Sample of the layout (4 entries):
SMILES | Dicer processing
NC(N)=NC(N)=Nc1cc(-c2cccs2)[nH]n1 | -1.6
O=C(Nc1ccc(OCc2ccccc2)cc1)Oc1ccccc1N1CCCCC1 | 4.8*
C[C@]12CC[C@@H]3c4ccc(OS(=O)(=O)O)cc4CC[C@H]3[C@@H]1CCC2=O | 0.73
CCc1ccc2nc3c(cc2c1)c(=O)n(-c1ccccc1)c1c3c(=O)n(C)c(=O)n1C | -0.72

The listing (from the top)
SMILES | Dicer processing
NC(N)=NC(N)=Nc1cc(-c2cccs2)[nH]n1 | -1.6
O=C(Nc1ccc(OCc2ccccc2)cc1)Oc1ccccc1N1CCCCC1 | 4.8*
C[C@]12CC[C@@H]3c4ccc(OS(=O)(=O)O)cc4CC[C@H]3[C@@H]1CCC2=O | 0.73
CCc1ccc2nc3c(cc2c1)c(=O)n(-c1ccccc1)c1c3c(=O)n(C)c(=O)n1C | -0.72
C=C1SC(=Nc2ccccc2Cl)N(C(=O)c2c(-c3ccccc3Cl)noc2C)C1(C)C | -0.46
O=C(Nc1ccc(OCc2ccccc2)cc1)Nc1ccc(N2CCCCC2)cc1 | 2.3
O=S(=O)(Oc1cc(Cl)cc(Cl)c1)c1cccc(S(=O)(=O)Oc2cc(Cl)cc(Cl)c2)c1 | -0.41
Cc1nc(C)c(-c2ccnc(C34CC5CC(CC(C5)C3)C4)n2)o1 | -0.24
COc1ccc(-c2nc3ccccc3n3cc4c(=O)n(C)c(=O)n(C)c4c23)cc1OC | -1
Cc1onc(-c2ccccc2)c1-c1csc(-c2ccc(-c3csnn3)cc2)n1 | -0.92
Cc1cc(C)c2cc(C(=O)Nc3ccccc3)[nH]c2c1 | 0.63
O=C(CCc1nc(-c2ccc(Cl)cc2)no1)NNC(=S)NCc1ccccc1 | -0.64
O=C1CCCC2=C1C1c3ccccc3C(=O)N1c1ccc(C(=O)c3ccccc3)cc1N2 (stereo not drawn) | 0.1
O=C(NCCN1CCOCC1)C(=O)NC1CCCCC1 | 0.63
CC1=C(C#N)C(c2ccc3c(c2)CCC(C)(C)O3)C2=C(CCCC2=O)N1 (stereo not drawn) | 1.2
O=C(c1cc2n(n1)C(C(F)(F)F)CC(c1ccc(Br)cc1)N2)N1CCOCC1 (stereo not drawn) | 5*
C=C1C[C@H]2[C@@H]3C=C(C)C4=CC(=O)CC[C@]4(C)[C@H]3CC[C@]2(C)[C@@]1(OC(C)=O)C(C)=O | -0.61
CC(Oc1cccc2c(=O)c3ccccc3oc12)C(=O)O (stereo not drawn) | -0.48
Cc1ccc2oc3c(c(=O)c2c1)C(c1cccc(O)c1)N(Cc1ccc2c(c1)OCO2)C3=O (stereo not drawn) | 2.8
COc1cc(C)c2c(=O)c(Oc3ccccc3)c(C)oc2c1 | 1.6
CCCn1c(SCc2ccc(F)cc2)nc2c1c(=O)n(C)c(=O)n2C | 0.14
C=CCc1ccccc1OCC(O)CN1CCN(c2ccccc2)CC1 (stereo not drawn) | 0.37
CCOc1ccc2nc(NC(=O)c3cccs3)sc2c1 | 4*
Cc1cc(C)nc(SCC(=O)c2cccs2)n1 | 2.4
COc1cc(/C=N/NC(=S)Nc2ccc(F)cc2)ccc1OS(C)(=O)=O | 0.68
CCSC1=C(C#N)C(c2ccc(F)cc2)CC(=O)N1 (stereo not drawn) | 1.1
CC(C)(C)SCCN=C(Nc1cccc(F)c1)c1cccc(Cl)c1 | -2.9
COC(=O)c1csc2c(C(F)(F)F)cc(N3CCN(S(=O)(=O)c4ccc(Cl)cc4)CC3)nc12 | 0.39
O=C(Nc1ccccc1)c1cc2ccccc2o1 | 0.54
Cc1ccc(S(=O)(=O)Nc2ccc3oc(=O)sc3c2)c(C)c1 | 1.1
COC(=O)c1ccc(C2C(C#N)=C(N)Oc3cc(O)ccc32)cc1 (stereo not drawn) | 2.9
Cc1nnc(N2C(=O)C(=O)/C(=C(/O)c3ccc(F)cc3)C2c2cccc(Oc3ccccc3)c2)s1 (stereo not drawn) | 1.6
COC(=O)Cn1cnc2c(C#N)c3n(c2c1=O)CCCC3 | -0.81
Cc1nc2c(-c3ccc(Br)cc3)c(C(F)(F)F)nn2c(C)c1-c1ccccc1 | -1
CCSCCOC(=O)C1=C(C)NC2=C(C(=O)CCC2)C1c1ccc(OC)c(Br)c1 (stereo not drawn) | 2.2
COc1cc(OC)cc(-c2nc(N)c3c(C)c(-c4ccc(OC)c(OC)c4)sc3n2)c1 | -0.14
COC(=O)C/C(=N/NS(=O)(=O)c1ccc(C)cc1)C(=O)OC | -1.9
O=C1c2ccccc2-c2c1c1ccccc1c(=O)n2Cc1ccc2c(c1)OCO2 | 3.1*
C/C(Nc1ccc(F)cc1)=C1/CCOC1=O | 3.2*
COc1ccc(CN(Cc2ccc(OC)cc2)S(=O)(=O)c2c(C)noc2C)cc1 | -0.19
CC1(C)CC(=O)C2=C(C1)Nc1ccccc1NC2c1c(F)cccc1Cl (stereo not drawn) | 2.4
O=C(Nc1ccccc1Cl)N1CCCN(c2nc(-c3ccccc3)ns2)CC1 | -1.5
CC(C)(C)NC(=O)C1c2ccccc2Oc2ccccc21 | 1.8
COC(=O)C1=CC2C3C(=O)N(c4cc(Cl)cc(Cl)c4)C(=O)C3C1C1C(=O)N(c3cc(Cl)cc(Cl)c3)C(=O)C21 (stereo not drawn) | -5
Cc1ccc(-c2nnc(SCC(=O)OC(C)C)o2)cc1 | 2
CN(C)/C=N/c1nc(Sc2ncccc2[N+](=O)[O-])n[nH]1 | -0.88
CCOC(=O)c1cc(C(C)(C)C)[nH]c(=O)c1C#N | 2.8
FC(F)(F)c1ccccc1-n1nnnc1-c1ccccc1Cl | -0.67
COc1ccc2nc(C)cc(Cl)c2c1 | 2.7
CC(=O)c1c(O)c2ccccc2[nH]c1=O | 1
Cc1nn(Cc2nnc(SCC(=O)Nc3ccc(Cl)cc3Cl)o2)c(C)c1Br | -1.1
O=C(Nc1ccc(Cl)cc1)c1cccnc1OCC(F)(F)F | -0.32
COc1ccc(N2C(=O)C3NN=C(C(=O)OCc4ccccc4)C3C2=O)cc1 (stereo not drawn) | 0.19
Nc1ccc(Cl)cc1/C(=N/O)c1ccccc1 | 0.61
Cc1ccc(-c2csc(Nc3ccc(S(N)(=O)=O)cc3)n2)cc1 | 7.1*
O=c1nc(SCc2ccccc2Cl)nc(-c2ccc(Cl)cc2)[nH]1 | 0.58
CCOC(=O)c1c(NS(C)(=O)=O)sc(C)c1C | -0.77
CNCC(O)c1ccc(O)c(O)c1 (stereo not drawn) | -0.81&0.76
COC(=O)/C=C(/Nc1cc(OC)ccc1OC)C(=O)OC | -0.32
O=C(c1cccs1)N1CCCn2c(SCc3ccccc3Cl)nnc21 | -0.72
Next part
SMILES | Dicer processing
O=C(O)CCCC(=O)N1CCN(c2nc(-c3ccccc3)c3ccccc3n2)CC1 | -0.99
Nc1nc(-c2cccc(Br)c2)cs1 | 2.1
Cc1ccsc1C1Nc2ccc3ccccc3c2C2=C1C(=O)CC(C)(C)C2 (stereo not drawn) | 0.69
Nc1nc2ncc(CNc3ccc(C(=O)N[C@@H](CCC(=O)O)CC(=O)O)cc3)nc2c(=O)[nH]1 | 0.42
O=c1cc(-c2ccccc2)c2ccccc2[nH]1 | 0.63
Cc1ccc(C2=CC(c3cn(-c4ccccc4)nc3-c3ccccc3)N3C(=O)CSC3=N2)cc1 (stereo not drawn) | -0.93
O=C(NCc1ccc(F)cc1)c1cnn2c1NC(c1cccs1)CC2C(F)(F)F (stereo not drawn) | 2.2
O=C1CC(N2CCN(c3ccccc3Cl)CC2)C(=O)N1c1ccccc1 (stereo not drawn) | -1.5
CSc1nc(CSc2ccccc2)nc(N)c1C#N | -1.1
CSc1sc(C(=O)NCc2cccs2)c(-c2ccc(Cl)cc2)c1C#N | -2.7
O=C(c1cnn2c(C(F)(F)F)cc(-c3ccco3)nc12)N1CCCc2ccccc21 | 1.2
Oc1ccc2ccccc2c1CN1CCN(c2ccccc2F)CC1 | 2.5
O=c1[nH]nc(SCCS(=O)(=O)c2ccc(F)cc2)n1C1Cc2ccccc2C1 | -1.2
Cc1cccc(NC(=O)C(F)(F)F)c1C(=O)O | -0.22
O=C1C2=C(Nc3[nH]c(=O)[nH]c(=O)c3C2c2ccc(F)cc2)c2ccccc21 (stereo not drawn) | -3.5

Taken from above:
Under Dicer processing, O=C1CC(N2CCN(c3ccccc3Cl)CC2)C(=O)N1c1ccccc1 (stereo not drawn) is listed with -1.5
Under Dicer processing, CSc1nc(CSc2ccccc2)nc(N)c1C#N is listed with -1.1
Under Dicer processing, O=C(c1cnn2c(C(F)(F)F)cc(-c3ccco3)nc12)N1CCCc2ccccc21 is listed with 1.2
Under Dicer processing, O=c1cc(-c2ccccc2)c2ccccc2[nH]1 is listed with 0.63
Under Dicer processing, Nc1nc(-c2cccc(Br)c2)cs1 is listed with 2.1
Under Dicer processing, O=C(O)CCCC(=O)N1CCN(c2nc(-c3ccccc3)c3ccccc3n2)CC1 is listed with -0.99

Following part
SMILES | Dicer processing
CN(C)/C=N/c1c(C#N)cnn1-c1ccc(Cl)cc1 | -1.2
CCOc1ccc2c(c1)C(=O)C(c1cc(=O)c3ccccc3[nH]1)C2=O (stereo not drawn) | 6.1*
Cc1cc(NC(=O)Nc2cccc(C(F)(F)F)c2)n(-c2ccccc2)n1 | 1.1
COC(=O)Cn1ncc2ccccc2c1=O | 2.9
CNC(=S)Nc1cc(C(F)(F)F)cc(C(F)(F)F)c1 | 1.3
CCOC(=O)c1cnc2c(C#N)cnn2c1N | -6.6
CSc1cccc(NC(=S)NN/C(=N\S(=O)(=O)c2ccccc2)N2CCCC2)c1 | -0.11
N#CC(=C(\N)Sc1ccccc1N)/C(C#N)=C(/N)Sc1ccccc1N | -0.94
COCc1cc(=O)[nH]c(SCCS(=O)(=O)c2ccc(C)cc2)n1 | 0.99
COc1ccc(-c2nc(NCCc3c[nH]c4ccc(OC)cc34)sc2C)cc1 | 0.02
O=C(NC(=O)c1ccc(Oc2ccc(Cl)cc2)c([N+](=O)[O-])c1)NN1CCOCC1 | 0.51
NC(=O)c1ccccc1 | -0.34
CCOC(=O)C1=C(O)C(=O)N(Cc2ccco2)C1 | -0.46
Cc1oc2cc(O)ccc2c(=O)c1-c1nc2ccccc2n1C | 1
CC1=C(C(=O)OC2CCCC2)C(c2cccc(Cl)c2)C2=C(CC(C)(C)CC2=O)N1 (stereo not drawn) | 0.01

Six structures already listed, arranged by SMILES length, falling:
SMILES | Dicer processing
CSc1cccc(NC(=S)NN/C(=N\S(=O)(=O)c2ccccc2)N2CCCC2)c1 | -0.11
CCOc1ccc2c(c1)C(=O)C(c1cc(=O)c3ccccc3[nH]1)C2=O (stereo not drawn) | 6.1*
N#CC(=C(\N)Sc1ccccc1N)/C(C#N)=C(/N)Sc1ccccc1N | -0.94
CCOC(=O)c1cnc2c(C#N)cnn2c1N | -6.6
COC(=O)Cn1ncc2ccccc2c1=O | 2.9
NC(=O)c1ccccc1 | -0.34

(cont.)
SMILES | Dicer processing
Nc1nc(SCCCC(=O)NCCO)nc2sc3c(c12)CCCC3 | 5.5*
Cc1ccc2nc(NC3=NCN(C4CCCCC4)CN3)nc(C)c2c1 | -0.3
CCOC(=O)c1c[nH]c2ccc(Cl)cc2c1=O | 0.32
CSc1nnc2c3ccccc3c3ccccc3c2n1 | 0.51
COc1cccc(NC2SC(=O)N(c3ccccc3)C2=O)c1 (stereo not drawn) | 49*
CC(C)(C)c1ccc(S(=O)(=O)N(C(=O)c2ccncc2)c2ccc3oc(=O)sc3c2)cc1 | 6.7*
CN(C)S(=O)(=O)c1ccc(C(=O)Nc2sc3c(c2C(N)=O)CCCC3)cc1 | 0.45
Cc1nn(C)c(C)c1Cc1c(F)cccc1Cl | -0.37
COc1cccc(-n2[nH]nnc2=S)c1 | 1.1
CSC(=NC#N)N1CCN(c2ccc(C(F)(F)F)cc2[N+](=O)[O-])CC1 | -0.74
O=c1cc(-c2ccccc2)nc2scc(-c3ccccc3)n12 | 0.34
CCCCOc1ccccc1C1C(C(=O)OCC)=C(C)NC2=C1C(=O)CC(C)(C)C2 (stereo not drawn) | -0.77
Nc1ccccc1OCCOCCOc1ccccc1N | 2.2
O=c1c2c(-c3ccc([N+](=O)[O-])cc3)onc2n(-c2ccccc2)c(=O)n1-c1ccccc1 | 0.51
CC1CCC(C2OC3CC4C5CCC6CC(O)CCC6(C)C5=CCC4(C)C3C2C)OC1 (stereo not drawn) | -1.6
CCOC(=O)C1Cn2c(nc3c(c2=O)C(C)(C)Cc2ccccc2-3)S1 (stereo not drawn) | 2.2
O=C(O)CSc1ncccc1[N+](=O)[O-] | 0.66
CC(=O)CSc1ccc(C(F)(F)F)cn1 | -0.89
Cc1noc(NC(=O)Nc2c(-c3ccccc3Cl)noc2C)c1C | -0.28
COCc1cc(=O)[nH]c(/N=C(\N)Nc2ccccc2OC)n1 | 1.4
CCOc1ccc(-c2nc(C#N)c(NCc3ccc(Cl)cc3)o2)cc1 | -0.81
CNC(=S)Nc1ccc(Cl)c(Cl)c1 | -0.91
Oc1ccc2ccccc2c1CN1CCN(c2ccc(F)cc2)CC1 | -3.4
O=C1CNC(=S)N1CCc1ccc(Cl)cc1 | -0.42
CCOC(=O)n1c(=O)oc2cc(Br)ccc21 | 2.5
CCCCCOC(=O)C1=C(C)NC2=C(C(=O)CCC2)C1c1cc(Br)c(O)c(OC)c1 (stereo not drawn) | 0.25
CCOC(=O)CSc1nc(C)c2ccc(C)cc2n1 | 0.44
Cc1nn(CCS(=O)(=O)c2ccc(Cl)cc2)c(C)c1Br | 10
CC(C)(C)OC(=O)N[C@@H](Cc1ccccc1)C(=O)NNC(=S)NCC1CC1 | 2.1
COc1ccc(-c2cnc3cc(-c4ccc(Cl)cc4)nn3c2N)cc1OC | 1.3
Cc1ccc(C(O)(c2ccccc2)c2nccn2C)cc1 (stereo not drawn) | 2
O=C(Oc1ccc(Cl)cc1)c1ccc2snnc2c1 | 0.88
CC1=C(C)CC2C(=O)N(c3ccccc3F)C(=O)C2C1 (stereo not drawn) | 4.9*
CC1=C(C(=O)OCCOC(C)C)C(c2ccc(F)cc2)C2=C(CC(c3cccs3)CC2=O)N1 (stereo not drawn) | 2.4
O=C1CC(c2ccc(Cl)cc2)Cc2nc(N3CCN(Cc4ccccc4)CC3)ncc21 (stereo not drawn) | 0.23
CCCCNc1nc2c(c(=O)n(C)c(=O)n2C)n1C | 2.9

Screening results deposited in PubChem by Center for Chemical Genomics, University of Michigan.

A portion of the library; rates above refer to the full screens.
